Compound activity as filed in PubChem.
MC4R antagonist: antagonists of human melanocortin 4 receptor (MC4R). P32245. MC4R-expressing cells, MTII-stimulated cAMP, LANCE TR-FRET. inhibition, % at 6.5 µM. hit rate 0.48% among 360,000. AID 540295;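 active means inhibition above its plate's cutoff, the mean of tested wells on that plate plus 3 SD, cut at about 29% in these data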;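 further: 0% = Melanotan II alone and 100% = Melanotan II plus saturating MCL0020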
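Assay system: U2OS-MC4R stable cell line; Also added: Melanotan II; Technique: Eu-cAMP/anti-cAMP TR-FRET, emission 671 nm; Times: 30-min compound, 1-h challenge, 1-h detection, room temperature.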
MC4R barr agon: activates human MC4R beta-arrestin recruitment. activation, % at 8.9 µM. hit rate 0.98% among 360,000. AID 540308. U2OS MC4R beta-arrestin complementation, luminescence; percent of melanotan II response, DMSO zero;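 active means activation above a per-plate cutoff, the mean activation of sample wells on that plate plus 3 SD, cut at about 8% in these data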
TLR9-MyD88 inh: inhibitors of human TLR9-MyD88 binding; Q9NR96+Q99836; CHO BLA complementation TLR9-MyD88, CCF4 FRET ratio; inhibition, % at 4.98 µM; hit rate 0.21% among 340,000; AID 504734;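 active means inhibition above the mean over all tested compounds plus 3 SD, cut at about 21% in these data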;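 further: 0% = DMSO only wells and 100% = clavulanate BLA inhibitor control wells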
Target sequence (Q99836 whole entry, looked up): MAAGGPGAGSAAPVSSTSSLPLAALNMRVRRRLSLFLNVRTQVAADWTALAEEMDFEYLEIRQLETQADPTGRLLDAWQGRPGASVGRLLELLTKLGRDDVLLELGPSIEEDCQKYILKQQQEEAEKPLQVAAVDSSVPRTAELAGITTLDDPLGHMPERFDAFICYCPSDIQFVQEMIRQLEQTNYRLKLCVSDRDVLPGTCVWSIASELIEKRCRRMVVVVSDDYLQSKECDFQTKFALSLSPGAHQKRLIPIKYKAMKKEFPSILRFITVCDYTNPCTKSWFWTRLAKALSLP
Target sequence (Q9NR96 whole entry, looked up): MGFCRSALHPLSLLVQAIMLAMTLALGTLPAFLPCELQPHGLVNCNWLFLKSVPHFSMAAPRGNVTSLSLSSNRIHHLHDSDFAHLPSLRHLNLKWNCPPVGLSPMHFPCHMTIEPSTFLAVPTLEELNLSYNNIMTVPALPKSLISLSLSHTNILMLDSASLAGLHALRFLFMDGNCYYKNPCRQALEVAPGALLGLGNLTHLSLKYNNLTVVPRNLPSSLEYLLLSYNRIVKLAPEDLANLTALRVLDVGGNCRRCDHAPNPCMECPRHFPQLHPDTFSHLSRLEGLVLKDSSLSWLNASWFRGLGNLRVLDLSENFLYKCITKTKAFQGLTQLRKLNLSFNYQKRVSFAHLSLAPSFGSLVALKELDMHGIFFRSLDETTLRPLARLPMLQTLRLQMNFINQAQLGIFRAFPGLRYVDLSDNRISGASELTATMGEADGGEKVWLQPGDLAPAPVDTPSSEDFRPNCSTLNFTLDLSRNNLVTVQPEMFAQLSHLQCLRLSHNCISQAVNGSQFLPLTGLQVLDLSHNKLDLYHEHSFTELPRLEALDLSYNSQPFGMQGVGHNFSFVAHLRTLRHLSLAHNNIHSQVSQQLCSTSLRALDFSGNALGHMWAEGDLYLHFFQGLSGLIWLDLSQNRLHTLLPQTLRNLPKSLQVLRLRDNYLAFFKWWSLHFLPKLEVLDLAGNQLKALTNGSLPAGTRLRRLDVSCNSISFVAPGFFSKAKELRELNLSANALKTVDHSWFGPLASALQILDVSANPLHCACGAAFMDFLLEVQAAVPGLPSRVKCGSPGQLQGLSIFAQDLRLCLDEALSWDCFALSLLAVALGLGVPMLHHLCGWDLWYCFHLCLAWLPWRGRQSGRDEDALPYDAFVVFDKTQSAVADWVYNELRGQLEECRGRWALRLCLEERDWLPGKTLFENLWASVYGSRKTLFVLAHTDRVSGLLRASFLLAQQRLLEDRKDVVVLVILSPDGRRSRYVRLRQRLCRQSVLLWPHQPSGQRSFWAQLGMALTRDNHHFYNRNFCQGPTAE
COUP-TFII inh: blocks human COUP-TFII nuclear receptor | P24468 | HEK293T NGFI-A luciferase reporter, luminescence | inhibition, % at 8.6 µM | hit rate 0.7% among 370,000 | AID 686940;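 active means inhibition above a per-plate cutoff, mean inhibition of test wells between control levels plus 3 SD, cut at about 38% in these data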;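 further: cells cotransfected with COUP-TFII expression vector driving the NGFI-A reporter; 0% = median of COUP-TF2 test wells and 100% = reporter-only cells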
ABHD5 PLIN5 PPI: ABHD5-PLIN5 protein interaction inhibition; inhibition, % at 4 µM; AID 602281; hit rate 0.78% among 360,000; Q00G26+Q8WTS1; Split G. princeps luciferase complementation, luminescence, 4 h;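 active means inhibition above the mean inhibition across every tested compound plus 3 SD, cut at about 22% in these data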;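 further: 0% = DMSO only wells and the 100% control is not disclosed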
EBV LMP1 NFkB: reduces LMP1-driven NF-kappaB luciferase signal; LMP1-induced NF-kappaB luciferase reporter cells, luminescence; inhibition, % at 12.5 µM; hit rate 0.69% among 350,000; in the data active means inhibition above about 41%;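 further: 0% = neutral control wells and 100% = reference inhibitor control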
NCOA2 inhibitor: human SRC2 (NCOA2) inhibition | inhibition, % at 9 µM | Q15596 | hit rate 0.17% among 370,000 | HEK293 GAL4-SRC2 luciferase reporter, luminescence | AID 651957;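 active means inhibition above the mean inhibition of all tested compounds plus 3 SD, set per campaign, cut at about 52% in these data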;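 further: 0% = DMSO treated cells and 100% = cells given Gossypol at 36 µM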
NCOA1 inh: inhibits human SRC1 coactivator | Q15788 | HEK293 GAL4-SRC1 luciferase reporter, luminescence | inhibition, % at 3.6 µM | hit rate 0.12% among 360,000 | AID 588354;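 active means inhibition above the campaign mean plus 3 SD, with each screening campaign given its own cutoff, cut at about 60% in these data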;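 further: 0% = DMSO treated cells and 100% = gossypol at 36 µM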
SRC3 inh: human NCOA3 inhibition. Q9Y6Q9. HEK293 GAL4-SRC3 luciferase reporter, luminescence. inhibition, % at 3.6 µM. hit rate 0.17% among 360,000. AID 588352;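 active means inhibition above a per-campaign cutoff, the mean of all compounds plus 3 SD, cut at about 60% in these data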;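 further: 0% = DMSO-treated cells and 100% = gossypol-treated cells at 36 µM; higher means less SRC3-driven luciferase light from the GAL4 reporter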
NR5A2 inv ag: inverse agonists of human LRH-1 (NR5A2) | O00482 | HEK293T StAR-luciferase reporter, LRH-1 transfected, 24 h | inhibition, % at 3.6 µM | hit rate 0.13% among 360,000;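 active means inhibition above the mean inhibition of all tested compounds plus 3 SD, cut at about 73% in these data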;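 further: 0% = DMSO wells and 100% = reporter-only cells lacking LRH-1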
NOD2 RIPK2 PPI: inhibitors of human NOD2-RIPK2 interaction. AID 624267. inhibition, % at 4.98 µM. CHO BLA complementation NOD2-RIPK2, CCF4 ratio. hit rate 0.38% among 360,000. O43353; in the data active means inhibition above about 21%;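 further: 0% = vehicle only and 100% = reference blocker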
The depositor's hits bear a star; . = no result given.

| SMILES | MC4R antagonist | MC4R barr agon | TLR9-MyD88 inh | COUP-TFII inh | ABHD5 PLIN5 PPI | EBV LMP1 NFkB | NCOA2 inhibitor | NCOA1 inh | SRC3 inh | NR5A2 inv ag | NOD2 RIPK2 PPI |
| --- | --- | --- | --- | --- | --- | --- | --- | --- | --- | --- | --- |
| CN(C)S(=O)(=O)c1ccc(C(=O)Oc2coc(CSc3ncccn3)cc2=O)cc1 | 7 | -1.5 | 8 | -10 | 5 | 8 | 6 | -2 | 13 | 6 | 1 |
| O=C(Nc1nnc(SCc2ccccn2)s1)C1CC(=O)N(c2ccc(F)cc2)C1 (stereo not given) | 1 | -0.3 | -3 | -5 | -7 | 4 | 14 | -31 | 6 | -8 | -1 |
| CC(=O)c1cccc(N(C(=O)Cn2nnc3ccccc32)C(C(=O)NCC2CCCO2)c2ccc(N3CCOCC3)cc2)c1 (stereo not given) | 4 | -0.6 | 2 | -13 | 0 | -7 | -9 | 8 | 5 | 0 | 3 |
| CC(=O)Nc1ccc(NC(=O)c2ccccc2S(=O)(=O)c2ccccc2[N+](=O)[O-])cc1 | 0 | -1.4 | -3 | -2 | -5 | 2 | -7 | -5 | 9 | -6 | -5 |
| OCCNc1ncnc2c1ncn2[C@H]1CN(Cc2ccc3c(c2)OCO3)C[C@@H](CO)O1 | 18 | 1.1 | . | -3 | -3 | . | -19 | -19 | 8 | -11 | -3 |
| COc1cccc(-c2csc(NC(=O)C3CC3)n2)c1 | 1 | -0.9 | 7 | -15 | -4 | -25 | -67 | -77 | -100 | -111 | -4 |
| CCCOC(=O)CSc1nnc(-c2ccc(Cl)cc2Cl)o1 | 15 | -0.5 | -7 | 6 | 7 | 1 | -20 | -8 | 18 | -9 | -6 |
| Cc1nn(C(C)C(=O)NC2CCC(C)CC2)c(=O)c2nn(-c3ccccc3)c(C)c12 (stereo not given) | 7 | 0.2 | -8 | 1 | -1 | -5 | -24 | -36 | -40 | -46 | -6 |
| O=S(=O)(c1ccccc1)N1CCN(c2nc3ccccc3s2)CC1 | 1 | 4.7 | -10 | 1 | 2 | -19 | -14 | -22 | -11 | -15 | -2 |
| CCOC(=O)Cn1c(C)c(C#N)c2ccccc21 | 6 | -1.3 | -2 | -6 | 3 | -7 | -7 | 1 | -6 | -15 | 5 |
| COc1ccc(Br)cc1CNC(=O)C1CCN(S(=O)(=O)N2CCC(C)CC2)CC1 | 9 | -0.7 | 5 | 8 | -2 | -6 | 12 | 12 | 3 | -5 | 6 |
| O=C(Cc1ccccc1)NCCCN1CCN(CCCNC(=O)Cc2ccccc2)CC1 | 5 | -1.5 | -1 | -8 | 2 | -1 | -11 | -4 | 3 | 0 | 2 |
| CC(C)OCCCNC(=O)c1cccs1 | 12 | -0.2 | 2 | 1 | -1 | -1 | -13 | -9 | -9 | -2 | -1 |
| CNC(=O)C1CCN(S(=O)(=O)c2c(C)noc2/C=C/c2ccccc2F)CC1 | -17 | 0.0 | -2 | 1 | 0 | 1 | 1 | -12 | -4 | 2 | -3 |
| COc1ccc2[nH]c3c(c2c1)CCN1C(=O)C(CC(=O)NCc2ccco2)C[C@H](C(=O)N2CCCCC2)[C@@]31C (stereo not given in full) | -3 | -0.6 | -9 | 1 | 5 | -4 | -25 | 5 | -4 | -4 | -16 |
| Cc1noc(C)c1NC(=O)N(C)C[C@H]1Oc2ccc(NC(=O)c3ccncc3)cc2C(=O)N([C@H](C)CO)C[C@@H]1C | 3 | -0.5 | 0 | -24 | 5 | -3 | 9 | -6 | 5 | -10 | 5 |
| C=CCn1c(C)cc(-c2csc(NCC)n2)c1C | -5 | 3.5 | 0 | 1 | -14 | 2 | -10 | 1 | 10 | -9 | 1 |
| CCOc1ccccc1/C=N/NC(=O)c1nnn(-c2nonc2N)c1CN1CCCC1 | 3 | -2.4 | 4 | 1 | 1 | 2 | 5 | -23 | -5 | -2 | -4 |
| OCc1ncc(-c2ccccc2)s1 | -4 | 1.7 | -2 | -3 | 1 | 7 | -23 | -11 | -15 | 0 | -17 |
| Cn1c(=O)[nH]c(=O)c2c1nc(N1CCc3ccccc3C1)n2CCSc1nc2ccccc2s1 | -3 | 1.5 | 8 | -12 | 2 | -13 | 10 | -2 | -21 | 19 | -11 |
| COc1ccc(OC)c(CN2CCN(C(=O)[C@@H](NC(=O)c3cccc(C)c3)C(C)C)CC2)c1 | 9 | -0.6 | -17 | 11 | -1 | 2 | -20 | -17 | 3 | 12 | -8 |
| O=C(C[n+]1ccc(-c2ccccc2)cc1)Nc1ccc([N+](=O)[O-])cc1 | 7 | -0.6 | 7 | -19 | 8 | 1 | -22 | 9 | -2 | -1 | -2 |
| Cc1ccc(C2=CSC3=NNC4(CCCCC4)NN23)cc1 | -3 | -2.4 | 8 | -1 | -9 | -52 | -17 | -17 | -35 | -31 | -3 |
| CC(=O)Nc1ccc(C(=O)COC(=O)C2CCCCC2)c(F)c1 | -1 | 1.4 | 3 | -1 | -1 | 0 | -8 | 5 | -8 | 1 | -8 |
| C#CCNC(=O)C1=C[C@H](c2coc3ccccc3c2=O)C[C@H](OCCCCO)O1 | 13 | 0.7 | -3 | 16 | 5 | 2 | 13 | -6 | -13 | -23 | 1 |
| CCCCN(C(=O)Nc1ccc(OCC)cc1)C1CCN(C(C)=O)CC1 | 23 | -1.4 | -8 | -4 | -3 | -5 | 1 | 5 | 19 | 0 | -1 |
| NNC(=O)c1ccc(Cn2cc(Br)cn2)o1 | 7 | -1.0 | 0 | -14 | 6 | 5 | 1 | -31 | -14 | -25 | -10 |
| CCOC(=O)c1sc(NC(=O)CSC(=S)N2CCN(C)CC2)nc1C | 0 | -2.3 | -13 | -3 | 2 | -6 | -8 | -5 | -15 | -12 | -9 |
| CCS(=O)(=O)N(CC(=O)Nc1cccc2ccccc12)c1ccc(OC)cc1 | 7 | 0.5 | -11 | -8 | 1 | -3 | 6 | -16 | 2 | -3 | -3 |
| O=C(c1ccco1)N1CCN(CCOCCOc2cccc3ccccc23)CC1 | -2 | -2.3 | 2 | 1 | 5 | 5 | 2 | -5 | 15 | -21 | -6 |
| Cc1ccc(C(=O)SC2=NCCS2)cc1 | 9 | 2.0 | 2 | 17 | -5 | 4 | -20 | 3 | 10 | -38 | 1 |
| N#C/C(=C\c1ccc(OCc2ccc(F)cc2)cc1)C(=O)Nc1cccc(C(=O)O)c1 | 12 | 1.4 | 4 | -17 | 0 | 5 | -27 | -14 | -27 | -5 | -12 |
| Cc1ccc2c(c1)-c1nc3ccccc3cc1C2=NC1CCCCC1 | -9 | 1.1 | 0 | -49 | 2 | -33 | -61 | -98 | -80 | -115 | 6 |
| O=C(CN1CCc2cc3c(cc2C1)OCCCO3)Nc1ccc(S(=O)(=O)N2CCCC2)cc1 | 3 | -2.5 | -11 | -2 | -19 | -5 | 9 | 10 | 11 | 15 | -16 |
| O=C(Nc1ccc(N2CCN(C(=O)C3CC3)CC2)cc1)c1cccs1 | -2 | -2.2 | 1 | -4 | -1 | 5 | -14 | -14 | -11 | -8 | -14 |
| CCOc1ccc(OCC)c(NC(=O)CN2CCN(c3cc(C)ccc3C)CC2)c1 | 12 | 0.3 | -12 | 2 | -11 | 35 | -5 | 8 | 0 | 7 | 14 |
| NC(=O)c1ccnc2c(O)cccc12 | -2 | -0.6 | 7 | -4 | 3 | -3 | -5 | -15 | -16 | 3 | 2 |
| COCCn1c(CCC(=O)O)nc2c1c(=O)[nH]c(=O)n2CC(C)C | 2 | -1.3 | -1 | -4 | -1 | -9 | -4 | -9 | -1 | 8 | 10 |
| CCn1c(SCc2cc(=O)n3ccsc3n2)nc2ccccc21 | 4 | -2.5 | 0 | -7 | 5 | -2 | -22 | -13 | -21 | -23 | -16 |
| O=c1[nH]c(=O)n(C2OC(CO)C(O)C2O)cc1Br (stereo not given) | 1 | -0.2 | -3 | -7 | 4 | -7 | -18 | -15 | 6 | -3 | -2 |
| CCC1(CC)NC(=O)N(CC(=O)OCC(=O)Nc2ccccc2OC(F)F)C1=O | -3 | -3.4 | -1 | 14 | -1 | 2 | -9 | -4 | -41 | -2 | 0 |
| CCCC1(c2ccccc2)NC(=O)N(CC(=O)Nc2sc(-c3ccccc3)cc2C(=O)OCC)C1=O (stereo not given) | 20 | 0.1 | -8 | -14 | 2 | -12 | -3 | -9 | -5 | -5 | 0 |
| CN1CCN(CCC(=O)N/N=C/c2ccccn2)CC1 | 11 | -0.2 | -2 | 16 | 1 | 0 | -7 | -25 | -11 | 9 | 7 |
| CCCc1nn(-c2cc(Cl)ccc2OC)c2c1C(=O)CC(C)(C)C2 | 3 | -0.6 | -4 | 6 | -9 | -11 | 14 | 0 | -1 | 14 | 4 |
| CCN(CC)c1ccc(/C=C2\C(=N)N3N=C(CC(=O)N4CCOCC4)SC3=NC2=O)cc1 | 7 | -2.6 | 13 | -7 | -6 | 14 | -22 | 0 | -13 | 2 | -13 |
| COc1ccc(S(=O)(=O)N(CCCN2CCOCC2)Cc2ccc(OC)c(OC)c2)cc1 | 1 | 0.0 | -13 | -10 | 1 | -5 | -15 | -31 | 2 | 4 | -2 |
| O=S(=O)(Nc1cccc(S(=O)(=O)N2CCOCC2)c1)c1cccs1 | -1 | -4.7 | -1 | 13 | 3 | 1 | -9 | 8 | -9 | 3 | -4 |
| Cc1ccccc1NC(=S)NC(C)C(c1cccs1)N1CCOCC1 (stereo not given) | 5 | 0.9 | -1 | 0 | -2 | -27 | 4 | -16 | -2 | 13 | 1 |
| Cc1ccc(S(=O)(=O)Nc2cccc(C(=O)NCC3(N4CCCCC4)CCCCC3)c2)cc1F | 10 | -0.9 | 2 | -15 | 7 | -45 | 3 | -19 | 1 | -36 | 4 |
| CS(=O)(=O)N1CCc2cc(C(=O)Nc3ccccc3Cl)ccc21 | 0 | 0.6 | 1 | -11 | -1 | -15 | -58 | -58 | -59 | -58 | -3 |
| Cc1ccc(-c2csc(N3CCC[C@@H]3C(=O)NCCn3c(-c4ccncc4)nc4ccccc43)n2)cc1 | 13 | 2.1 | 5 | 6 | 11 | -15 | 12 | -21 | -5 | 10 | 0 |
| O=C1Nc2ccccc2Nc2ccccc21 | 2 | -0.4 | -13 | 21 | -9 | 2 | 3 | 17 | 17 | -13 | 11 |
| Cc1nc(CNC(=O)C2CCC(=O)N(CCc3ccc(Cl)cc3)C2)sc1C (stereo not given) | -6 | -4.0 | -2 | 14 | 6 | -10 | -22 | 18 | 5 | 0 | -10 |
| C[C@@H]1CN(S(=O)C(C)(C)C)[C@@H](CCO)/C1=C\c1ccccc1 (stereo not given in full) | 7 | -2.9 | -5 | -4 | -3 | 4 | -3 | -23 | -9 | -4 | 1 |
| Cc1nnc(Sc2cc(C(=O)NC3CC3)c3ccccc3n2)s1 | 4 | -2.1 | -3 | 2 | -4 | 2 | -4 | 6 | -9 | 10 | -14 |
| CCOC(=O)CN(C(=O)c1ccccc1)c1ccccc1C | 7 | -2.7 | -1 | -13 | -2 | 1 | -1 | -11 | 11 | -8 | -5 |

An excerpt; count on the stated rates, not on these rows.
